Source: PubChem BioAssay
SUMO HTRF inh: inhibitors of human SUMOylation (UBC9); HTRF SUMOylation assay, SAE1/SAE2 + UBC9, in vitro; P63279; inhibition, % at 35 µM; hit rate 0.36% among 290,000; AID 2006; in the data active means inhibition above about 50%, passing the limit was not always enough; further: strong numbers were not always called active
Target sequence (P63279 whole entry, looked up): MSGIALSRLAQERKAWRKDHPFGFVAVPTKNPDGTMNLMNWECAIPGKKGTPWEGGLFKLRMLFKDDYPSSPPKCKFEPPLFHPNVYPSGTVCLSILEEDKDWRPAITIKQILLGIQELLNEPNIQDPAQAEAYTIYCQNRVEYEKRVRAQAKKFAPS
p-CIP stab down: p/CIP protein destabilization; Q05BA5; hit rate 0.01% among 290,000; AID 1984; F442A p/CIP-EGFP cells, EGFP fluorescence, 16 h; decrease of EGFP signal, % at 10 µM;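 active means EGFP signal decrease of at least 30% at 10 µM or well 3 SD below plate mean, unless failing retest; inactive means the rest, including hits failing retest or dose response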; further: some compounds called inactive have numbers as strong as hits; many of its hits are not listed in these tables
IDE cell activ: activators of human insulin-degrading enzyme in cells | HEK cells, FAbeta-B cleavage, fluorescence polarization; 0% vehicle, 100% cell-free pure enzyme wells | P14735 | activation, % at 5.96 µM | AID 493087 | hit rate 0.073% among 340,000;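 active means activation above the mean of all tested compounds plus 3 SD, set per screening campaign, cut at about 17% in these data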
VIM-2 inhibitor: blocks Pseudomonas aeruginosa VIM-2 metallo-beta-lactamase; purified VIM-2, nitrocefin hydrolysis, epi-absorbance fluorescence; inhibition, % at 5.6 µM; hit rate 0.89% among 290,000; AID 1527;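 active means inhibition above the mean of all tested compounds plus 3 SD, cutoff set per screening run, cut at about 7.5% in these data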;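 further: red hydrolysis product quenches plate fluorescence so inhibitors raise well fluorescence; 0% = enzyme with DMSO and 100% = DMSO without enzyme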
DNA FID counter: fluorescent intercalator displacement, NS3 helicase counter-screen. DNA fluorescent intercalator displacement, fluorescence. inhibition, % at 7.9 µM. hit rate 0.17% among 290,000. AID 1845; in the data active means inhibition above about 37%;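 further: 0% = vehicle and 100% = reference compound; higher means more ethidium bromide displaced from hairpin DNA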
HCV NS3 hel inh: HCV NS3 helicase inhibition | NS3 helicase DNA unwinding, Cy5 molecular beacon fluorescence | inhibition, % at 10.9 µM | hit rate 0.56% among 290,000;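 active means inhibition above the mean of all tested compounds plus 3 SD, set per campaign, cut at about 35% in these data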;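 further: 0% = DMSO wells and 100% = thioflavine S control wells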
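Control set: DMSO versus 110 µM thioflavine S; Material: NS3 helicase fragment of HCV; Measured by: Cy5 fluorescence at 0 and 60 min, beacon hairpin quenching; Read-out basis: percent inhibition from t60/t0 fluorescence ratio; Times: reaction time 60 min, 25 °C; Repeats: single replicate; Compound dosing: single dose, 10.9 µM nominal final, DMSO 0.8% final.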
IDE cell inh: cellular human IDE inhibition; HEK cells, FAbetaB cleavage, fluorescence polarization; inhibition, % at 5.59 µM; hit rate 0.41% among 320,000; AID 434962;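 active means percent inhibition above the average of all tested compounds plus 3 SD, set per screening campaign, cut at about 16% in these data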;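 further: IDE supplied by intact live HEK cells; FP after avidin binding of uncleaved biotin substrate so inhibition keeps polarization high; 0% = DMSO wells and 100% = 60 µM reference IDE inhibitor Ii1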
IMP-1 inh: blocks Pseudomonas aeruginosa IMP-1 metallo-beta-lactamase | purified IMP-1, nitrocefin hydrolysis, epi-absorbance fluorescence | inhibition, % at 5.6 µM | hit rate 0.45% among 290,000 | AID 1556;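 active means inhibition above the mean plus 3 SD of all compounds in the same screening run, cut at about 4.5% in these data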;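 further: 0% = IMP-1 with DMSO and 100% = DMSO wells lacking enzyme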
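System: purified recombinant IMP-1 beta-lactamase. Medium: Zinc- and detergent-supplemented HEPES buffer, pH 7.1. Compound: one 5.6 µM dose […]. Schedule: 15 min preincubation plus 25 min reaction at 25 °C. Technique: Epi-absorbance fluorescence, 480 nm excitation, 530 nm emission.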
M18AAP inhibitor: blocks P. falciparum M18 aspartyl aminopeptidase. AID 1822. inhibition, % at 7.35 µM. recombinant PfM18AAP, H-Glu-NHMec fluorogenic cleavage. hit rate 1.2% among 290,000;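 active means inhibition above the campaign mean inhibition over all tested compounds plus 3 SD, cut at about 28% in these data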;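 further: 0% = plate median of test compound wells and 100% = 2 mM ZnCl2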
The depositor's hits bear a star; . = not tested or not shown.

SMILES	SUMO HTRF inh	p-CIP stab down	IDE cell activ	VIM-2 inhibitor	DNA FID counter	HCV NS3 hel inh	IDE cell inh	IMP-1 inh	M18AAP inhibitor
Cc1cc(/C=C(\C#N)C(=O)OCC(=O)NC(=O)NC(C)(C)C)c(C)n1CCC(C)C	3	-6	8	-6.6	-10	0	-2	-1.6	8
FC(F)(F)c1nc(=S)c2ccccc2[nH]1	0	13	-3	0.7	-3	0	.	-3.2	2
O=C(Nc1cccnc1)c1cc(S(=O)(=O)N2CCOCC2)ccc1Br	6	0	3	-2.2	-6	2	11	-4.3	-7
OCCC1CN(Cc2cc3c(cc2Cl)OCO3)CCN1C1CCCCC1 (stereo not given)	14	-3	-3	-1.9	11	0	1	-1.5	-9
Cc1cccc(Nc2nc(-c3ccccn3)cs2)n1	2	1	-4	-3.3	-10	-3	3	-5.8	3
CC(=O)Nc1cccc(C2=CC(c3ccco3)n3ncnc3N2)c1 (stereo not given)	27	-23	.	4.0	-10	-2	1	-1.6	12
O=C(CC1S/C(=N/N=C/c2cccs2)NC1=O)Nc1ccc(Cl)cc1 (stereo not given)	38	-15	-3	-6.1	-5	-3	3	-4.0	-1
O=C(COc1ccccc1Cl)NCCCNC(=O)c1ccco1	1	-15	-5	1.9	-11	-4	1	-1.0	-11
CCOC(=O)CC(=O)CSc1nc2c(C)c(C)ccc2cc1C	-7	-2	-1	-1.8	-9	0	3	-2.1	5
CC(C)N(Cc1nc(-c2ccc(Cl)cc2)no1)C(=O)CCCN1C(=O)c2ccccc2C1=O	0	-3	-4	-1.0	-28	-13	.	0.6	-18
Cc1ccc(CNC(=O)CCCn2c(=O)c3ccccc3n(CC(=O)NC3CCCC3)c2=O)cc1	4	-5	5	-2.8	-1	0	-3	-2.4	0
COc1cc(NC(=O)c2ccc(Cl)cc2)c(Cl)cc1NC(=O)c1cccnc1	16	0	5	-3.4	-9	-1	1	-2.6	-1
Cc1csc2c(SCC(=O)NNC(=O)C(Cl)Cl)ncnc12	12	5	.	-5.0	-4	-4	-4	-3.9	-3
CC(C)C[C@H](NC(=O)Nc1ccc(S(N)(=O)=O)cc1)C(=O)O	27	-7	7	0.0	0	-8	-2	-2.4	-5
COc1ccc(S(=O)(=O)N2CCCC(C(=O)NCC3CCCO3)C2)cc1C (stereo not given)	7	-9	-1	-3.1	-17	4	6	-3.2	-10
O=C(CCC(=O)OCC(=O)c1ccc(Br)cc1)Nc1ccc(Br)c2cccnc12	-9	-27	2	-2.3	2	5	0	-2.0	1
COC(=O)C1=C(N)Oc2cc(C)n(Cc3ccco3)c(=O)c2C1c1cccc(Cl)c1 (stereo not given)	-26	4	6	0.4	-18	-1	1	0.3	-6
CC(CCc1ccccc1)NC(=O)CCCn1ncn2c(cc3occc32)c1=O (stereo not given)	12	-9	8	-0.5	-41	1	-7	-0.5	1
CN(C)/C=C1\N=C(c2ccc(Cl)cc2Cl)OC1=O	6	4	-2	-3.7	-2	16	2	-0.8	-2
O=S1(=O)CCC(n2ncc3c2/C(=C/c2ccccc2)CC3)C1 (stereo not given)	-1	-1	1	-0.3	-19	14	4	-0.8	-8
NNC(=O)CSc1nnnn1-c1ccccc1	6	2	7	-1.4	-13	17	4	1.2	4
COc1ccc(OC)c(C(O)c2nc3ccccc3n2C)c1 (stereo not given)	9	2	-2	-2.1	-12	5	2	-1.0	2
CC[n+]1c(/C=C/Nc2ccccc2)sc2ccccc21	20	-14	3	-0.7	-5	5	7	-1.1	30*
FC(F)(F)c1cccc(-c2nc(-c3ccncc3)no2)c1	3	-13	2	-3.1	-17	-5	.	-2.4	-1
CCn1c(SCC(=O)N2c3ccccc3CC2C)nnc1-c1ccco1 (stereo not given)	.	.	7	-1.1	-28	-2	5	-4.3	1
CCOC(=O)C1CCCN(C(=O)c2ccc3nc(-c4ccccc4)c(-c4ccccc4)nc3c2)C1 (stereo not given)	6	-12	-1	-1.3	-62	-19	5	-0.2	-3
Nc1ccc(CSc2ccc(Cl)cc2)cc1	-3	-1	3	-1.4	-2	0	-1	-1.8	3
COc1cc(-c2nnc(SCC3(c4ccccc4)OCCO3)o2)cc(OC)c1OC	8	-4	1	0.5	-32	-2	-1	-2.8	-6
O=C(c1ccc(F)cc1)N1CCN(C(=O)c2ccc([N+](=O)[O-])cc2)CC1	13	-1	6	-2.8	10	-10	-6	-1.9	-3
N=C1C(c2nc3ccccc3[nH]2)=C(O)CN1c1ccc(CC(=O)O)cc1	-13	-10	7	2.3	-11	3	-2	0.5	12
COc1ccc(C(c2nnnn2CS(=O)(=O)c2ccc(C)cc2)N2CCN(c3ncccn3)CC2)cc1 (stereo not given)	14	1	7	-3.1	-6	-11	2	3.5	0
COc1cccc(CN2CCN(C3CSCCSC3)CC2CCO)c1 (stereo not given)	7	8	7	-2.0	-1	3	1	-0.8	-1
Cc1ccc(-c2nnn(CC(=O)NCC3CC3)n2)o1	24	-4	3	-2.0	2	6	-5	1.7	-4
CCNS(=O)(=O)c1ccc(OC)c(C(=O)NC2CCCCC2)c1	0	33	-4	1.2	-12	-1	2	-1.3	-1
N#CCCSc1ncnc2c1oc1ccccc12	-1	0	-20	3.4	-4	1	5	0.7	-2
Cc1nnc(OCc2nc3ccccc3n2C)c2ccccc12	15	-11	-5	-1.6	-24	-1	-5	-2.2	2
Cc1ccccc1-c1nc(-c2ccc(NC(=O)c3ccc(Br)o3)cc2)no1	8	-17	-1	0.6	-2	4	-4	-1.8	-2
CN(Cc1nc(-c2ccccc2)no1)C1CCOCC1	3	-2	5	-1.5	-2	0	0	-3.5	0
CCCC/C(O)=C1\C(=O)CC(C)(C)CC1=Nc1ccc(N)cc1	1	-1	1	-0.6	-2	2	4	-1.5	-1
COc1ccc(C(=O)NNC2=CC(=O)CC(C)(C)C2)cc1OC	-2	-20	4	-7.7	-3	-3	0	-1.7	40*

Rewritten with values under each structure: entries from further up
Each structure is followed by: SUMO HTRF inh | p-CIP stab down | IDE cell activ | VIM-2 inhibitor | DNA FID counter | HCV NS3 hel inh | IDE cell inh | IMP-1 inh | M18AAP inhibitor
NNC(=O)CSc1nnnn1-c1ccccc1
  6 | 2 | 7 | -1.4 | -13 | 17 | 4 | 1.2 | 4
COc1ccc(OC)c(C(O)c2nc3ccccc3n2C)c1 (stereo not given)
  9 | 2 | -2 | -2.1 | -12 | 5 | 2 | -1.0 | 2
CC[n+]1c(/C=C/Nc2ccccc2)sc2ccccc21
  20 | -14 | 3 | -0.7 | -5 | 5 | 7 | -1.1 | 30*
FC(F)(F)c1cccc(-c2nc(-c3ccncc3)no2)c1
  3 | -13 | 2 | -3.1 | -17 | -5 | . | -2.4 | -1
CCn1c(SCC(=O)N2c3ccccc3CC2C)nnc1-c1ccco1 (stereo not given)
  . | . | 7 | -1.1 | -28 | -2 | 5 | -4.3 | 1
CCOC(=O)C1CCCN(C(=O)c2ccc3nc(-c4ccccc4)c(-c4ccccc4)nc3c2)C1 (stereo not given)
  6 | -12 | -1 | -1.3 | -62 | -19 | 5 | -0.2 | -3
Nc1ccc(CSc2ccc(Cl)cc2)cc1
  -3 | -1 | 3 | -1.4 | -2 | 0 | -1 | -1.8 | 3
COc1cc(-c2nnc(SCC3(c4ccccc4)OCCO3)o2)cc(OC)c1OC
  8 | -4 | 1 | 0.5 | -32 | -2 | -1 | -2.8 | -6
O=C(c1ccc(F)cc1)N1CCN(C(=O)c2ccc([N+](=O)[O-])cc2)CC1
  13 | -1 | 6 | -2.8 | 10 | -10 | -6 | -1.9 | -3
N=C1C(c2nc3ccccc3[nH]2)=C(O)CN1c1ccc(CC(=O)O)cc1
  -13 | -10 | 7 | 2.3 | -11 | 3 | -2 | 0.5 | 12

Continued.
SMILES	SUMO HTRF inh	p-CIP stab down	IDE cell activ	VIM-2 inhibitor	DNA FID counter	HCV NS3 hel inh	IDE cell inh	IMP-1 inh	M18AAP inhibitor
CN(C)S(=O)(=O)c1ccc(C(=O)NCC2(N3CCCCC3)CCCCC2)cc1	10	-5	0	-1.8	6	-1	0	-2.3	3
CC(=O)Nc1ccc(NS(=O)(=O)c2cccc3ccccc23)cc1	1	12	7	-2.6	-5	-1	1	-1.2	6
Cc1cccc(Cc2cnc(NC(=O)C3=NCCN3)s2)c1	3	4	3	-4.1	-8	-2	5	-4.2	11
Cc1nc2ccccn2c1C(=O)NCc1cccnc1	0	-6	6	-3.2	6	-1	-3	-6.1	-12
Cc1c(C=NCCOCc2ccccc2)cnn1C	-18	-10	-1	-0.7	-3	-2	7	-2.4	5
O=C(c1ccccc1)c1ccc2cc(O)ccc2c1	9	-3	-1	-1.7	-1	-5	-1	-3.0	6
COc1ccc(NC(=O)Nc2cnccn2)cc1	14	7	6	-2.7	-4	2	2	-1.9	2
O=C1CSC(c2cn(-c3ccccc3)nc2-c2ccc3c(c2)OCCO3)N1CCN1CCOCC1 (stereo not given)	17	-7	4	-2.4	-12	-8	7	-0.7	-2
COC(=O)c1c(C(=O)OC)c(-c2ccc(F)cc2)n2c1CS(=O)(=O)C2	0	4	1	-0.7	-8	-9	3	-1.9	-3
CC(C)C(OC(=O)c1nsc(Cl)c1Cl)C(=O)NC1CCCCC1 (stereo not given)	2	7	4	-0.5	-30	3	-3	-2.4	0
CCOC(=O)c1[nH]c2ccc(OC)cc2c1NC(=S)N1CCN(c2ccc(F)cc2)CC1	0	-8	-10	-5.6	-6	-1	3	-4.8	-1
COc1cccc(C(=O)Cn2c(N3CCOCC3)nc3c2c(=O)n(C)c(=O)n3C)c1	15	-11	5	-3.5	2	-12	3	-3.2	2
CCOCCc1nnc(NC(=O)C2CCN(C(=O)c3ccco3)CC2)s1	4	3	1	0.4	-15	4	-3	-1.2	1
COc1ccc(N(CC(=O)NCC2CCCO2)C(=O)CCC(=O)Nc2nccs2)c(OC)c1 (stereo not given)	-7	-2	1	-1.2	-34	-2	-1	-2.0	-3
O=C(O)c1cccc2c1C(=O)c1cccc3snc-2c13	1	-2	-6	8.3*	2	1	-4	-1.9	4
O=C1CCNc2cc3ccccc3cc21	31	-12	3	-0.5	-6	9	1	-3.8	5
CN1C(=O)C(C)(C)c2cc(S(=O)(=O)N3CCC(C(=O)NCc4ccccc4Cl)CC3)ccc21	0	-7	7	-0.8	-55	-9	3	-2.8	3
CCn1c(-c2ccco2)nc2ccccc21	1	-7	0	-1.6	-3	3	6	-3.2	-1
Cc1cccc(N2CCN(C(=O)CSc3ccsc3[N+](=O)[O-])CC2C)c1 (stereo not given)	-1	10	5	-0.6	-5	-3	2	1.4	5
